DT40 TDP1 CPT – DT40-hTDP1 cell growth loss with CPT; chicken DT40 Tdp1-/-;hTDP1 cells + 20 nM CPT, ATP luminescence, 48 h; Potency, µM (series often up to 46.2 µM), for the others: top-dose activity change, negative = growth inhibition, usual class: inhibitors; hit rate 12% among 420,000; AID 686979; note: nearly all actives have a fitted effect of over 55% in size
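Chicken DT40 Tdp1-/- cells complemented with human TDP1, 400 cells/well, exposed to compounds plus 20 nM camptothecin for at least 48 h at 37 C; viability read as ATP content by CellTiter-Glo luminescence.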
TDP1 cell noCPT – qHTS for Inhibitors of human tyrosyl-DNA phosphodiesterase 1 (TDP1): qHTS in cells in absence of CPT. DT40 Tdp1-/- hTDP1 cells, no CPT, ATP luminescence, 48 h. AID 686978, 2013. Potency, µM (titrated, usually from 46.2 µM), without a hit: at the highest dose activity change, negative = growth inhibition, hits mostly inhibitors. hit rate 15% among 420,000; note: nearly all actives have a fitted effect of over 55% in size
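Growth kinetics read by CellTiter-Glo luminescence after ≥48 hr at 37 °C. Cells: DT40 Tdp1-/- stably carrying human TDP1, 400 per well, compound exposure in the absence of CPT (DMSO vehicle).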
KAT2A inh – GCN5L2 (KAT2A) acetyltransferase inhibition; Q92830; GCN5L2 HAT assay, ThioGlo1 CoA-SH fluorescence; Potency, µM (top dose mostly 58.9 µM), without a hit: at the top dose activity change, negative = inhibition, most hits filed as inhibitors; hit rate 0.21% among 390,000
Target sequence (Q92830 whole entry, looked up): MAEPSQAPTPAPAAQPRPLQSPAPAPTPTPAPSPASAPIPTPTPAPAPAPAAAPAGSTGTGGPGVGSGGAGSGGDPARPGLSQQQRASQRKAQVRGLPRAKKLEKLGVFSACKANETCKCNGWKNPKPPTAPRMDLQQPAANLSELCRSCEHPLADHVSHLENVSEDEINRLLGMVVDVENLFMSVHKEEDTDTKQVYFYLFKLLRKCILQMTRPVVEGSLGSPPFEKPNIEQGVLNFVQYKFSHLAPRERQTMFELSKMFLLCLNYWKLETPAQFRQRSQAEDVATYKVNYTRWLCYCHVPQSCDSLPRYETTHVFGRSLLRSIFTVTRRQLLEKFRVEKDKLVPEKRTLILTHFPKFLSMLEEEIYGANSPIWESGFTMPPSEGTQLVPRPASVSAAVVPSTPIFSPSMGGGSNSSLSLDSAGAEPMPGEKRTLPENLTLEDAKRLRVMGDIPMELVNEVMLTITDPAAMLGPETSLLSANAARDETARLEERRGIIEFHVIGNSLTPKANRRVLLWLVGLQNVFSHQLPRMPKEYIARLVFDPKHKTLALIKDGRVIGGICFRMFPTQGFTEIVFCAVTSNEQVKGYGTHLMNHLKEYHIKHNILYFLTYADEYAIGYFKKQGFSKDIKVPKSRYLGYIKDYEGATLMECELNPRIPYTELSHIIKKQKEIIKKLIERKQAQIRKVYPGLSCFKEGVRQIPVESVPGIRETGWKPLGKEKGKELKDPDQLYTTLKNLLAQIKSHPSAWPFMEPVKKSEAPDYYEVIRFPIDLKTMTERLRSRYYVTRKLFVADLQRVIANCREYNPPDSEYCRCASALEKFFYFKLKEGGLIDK
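Enzyme at 20nM final was mixed with library compounds for 15 min at room temperature. Peptide H3(1-25) at 75uM, acetyl-CoA at 70uM and ThioGlo1 at 50uM were then added. Plates were read immediately and after 20 min (Ex340nm/Em540nm).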
* marks the source's active call; other numbers are inactive results; ? = inconclusive; nt = not tested or not shown; & = joins results of further samples. Calls come from the whole dose curve; as a rule, active = well fitted curve in the direction sought with a large enough effect; inconclusive = small, poorly fitted or top-dose-only effect, or another doubt; inactive = no such curve, though single readings can be large; an effect the other way counts as inactive or inconclusive. % is set by controls: 0 for no effect and ±100 for the full control effect; potency is the fitted concentration of half-maximal effect. Some of the compounds tested; rates above refer to the full screens.

Results follow in this order: DT40 TDP1 CPT, TDP1 cell noCPT, KAT2A inh
CN(C(=O)CSc1nc2ccccc2n1CC(=O)NCc1ccc(F)cc1)c1ccc(F)cc1
    ?, ?, 23%
Cc1onc(-c2ccccc2)c1C(=O)Nc1nnc(CC(C)(C)C)s1
    -5%, 2%, -4%
Cc1ccc(Cl)cc1N1CCN(Cc2nnnn2Cc2ccco2)CC1
    ?, ?, 2%
CN(C)C(=O)c1ccc(-c2nc(-n3ccnc3)c3ccccc3n2)cc1
    ?, ?, -3%
CC(=O)c1c(C)cc(C)c(CSc2nnc(-c3ccco3)o2)c1C
    13µM*, 22µM*, -6%
Cc1ccc(C2CC(=O)C(C=NCCN3CCN(C(=S)Nc4ccc(F)cc4)CC3)=C(O)C2)cc1 (centres undefined)
    -3%, ?, -7%
Cc1ccc2c(c1)N(CCC(=O)NCc1ccco1)C(=O)CO2
    -9%, 4%, -2%
O=C(CN1N=C(c2ccccc2)CCC1=O)NCCN1CCc2ccccc2C1
    16%, -23%, 4%
O=C(CCc1nc(-c2ccccc2F)no1)NCCN1CCOCC1
    -30%, -20%, 0%
c1ccc2[nH]c(CCCCCc3nc4ccccc4[nH]3)nc2c1
    ?, ?, nt
Oc1ccc(Nc2nc3ccccc3nc2Nc2ccc(O)cc2)cc1
    1.6µM*, 2.3µM*, 1%
COc1ccc(CNS(=O)(=O)c2csc(C(N)=O)c2)cc1OC
    -10%&-17%, 16%&-4%, -1%&-4%
Cc1cc(C)n(Cc2ccc(C(=O)O)o2)n1
    -3%, -14%, 0%
Cc1cc(C)n(Cc2ccc(C(=O)NCc3ccco3)o2)n1
    -12%, -19%, -1%
CCc1ccc(/C=C2\Oc3cc(OS(C)(=O)=O)ccc3C2=O)cc1
    ?, ?, -6%
C=CCc1c(C)nc(SC(C)C)[nH]c1=O
    -4%, -13%, -6%
CCCS(=O)(=O)c1c(S(=O)(=O)CCC)c2ccc(C(N)=O)cn2c1C(=O)c1ccccc1
    -2%, 14%, -2%
CCC(C(=O)OCn1nnc2ccccc2c1=O)c1ccccc1 (centres undefined)
    1%, -4%, -2%
CC(C)Cc1nnc(NC(=O)C2CCCC2)s1
    2%, -33%, 0%
Cc1ccc(C)c(NC(=O)C2CCCN2S(=O)(=O)c2ccc3c(c2)CCCC(=O)N3)c1 (centres undefined)
    ?, ?, 19%

Results follow in this order: DT40 TDP1 CPT, TDP1 cell noCPT, KAT2A inh
CCN(CC(=O)NCC1CCCO1)S(=O)(=O)c1ccc(Cl)cc1 (centres undefined)
    2%, -1%, -3%
COc1ccc(C(C)=NNC(=O)c2cccc(S(=O)(=O)N3CCCC3)c2)cc1
    -29%, -27%, -9%
NC(=O)NN=C(C1CC1)C1CC1
    -4%, 3%, nt
COCCNC(=O)C(c1ccc(F)cc1)N(C(=O)CCC(=O)Nc1ccccn1)c1ccc(C)cc1 (centres undefined)
    -14%, -20%, -5%
Cc1ccc(-c2c[n+](CC(=O)c3cccs3)c3n2CCC3)cc1
    3.7µM*, 3.3µM*, -6%
COCCNc1cc(C)nc2c3c(C)cc(C)nc3nn12
    -2%, -6%, ?
COc1cccc(CN2C(=O)c3ccccc3Sc3ccc(C(=O)NCc4ccccc4)cc32)c1
    -21%, -19%, -4%
Cc1ccc(NC(=O)c2ccc(F)cc2)nc1
    -9%, -10%, -6%
C=CCn1c(=O)c(C(=O)Nc2ccccc2C)c(O)c2ccccc21
    ?, ?, -21%
O=C(Nc1ccc(Cl)c(Cl)c1)N(CCCN1CCOCC1)Cc1cccnc1
    12%, 6%, -4%
CC1(C)OC(=O)C2=C(C[C@@H](C3CCCCC3)O[C@@H]2c2ccc(Cl)cc2)O1
    ?, 21µM*, nt
Cc1ccc(CNC(=O)CSc2nc(=O)n3ccccc3n2)cc1
    -1%, -14%, -11%
Cc1ccc(Cl)cc1NC(=O)Nn1cnnc1
    -4%, 17%, -30%
COC(=O)c1nc[nH]c1[N+](=O)[O-]
    25%, -8%, nt
CCOc1ccccc1C(=O)NCCCCNC(=O)c1ccccc1OCC
    ?, ?, nt
CN(CCCn1ccc(NC(=O)OCc2ccccc2)nc1=O)Cc1ccco1
    1%, -5%, nt
N=c1n(CC(=O)c2ccc([N+](=O)[O-])cc2)c2ccccc2n1Cc1ccccc1
    7.3µM*, 5.8µM*, -1%
COCCSc1nnc(NC(=O)CCS(=O)(=O)Cc2ccccc2)s1
    -27%, -12%, -4%
CCC1(c2ccc(F)cc2)NC(=O)N(CC(=O)Nc2ccc3c(c2)OCCO3)C1=O (centres undefined)
    ?, -6%, -1%
CN=C(Nc1cccnc1)c1cccc(C(F)(F)F)c1
    -25%, -7%, 24%

Among those listed so far, these have a nitro group on carbon:
Results follow in this order: DT40 TDP1 CPT, TDP1 cell noCPT, KAT2A inh
COC(=O)c1nc[nH]c1[N+](=O)[O-]
    25%, -8%, nt
N=c1n(CC(=O)c2ccc([N+](=O)[O-])cc2)c2ccccc2n1Cc1ccccc1
    7.3µM*, 5.8µM*, -1%

The main list resumes with the 4 entries that preceded the break.
Results follow in this order: DT40 TDP1 CPT, TDP1 cell noCPT, KAT2A inh
N=c1n(CC(=O)c2ccc([N+](=O)[O-])cc2)c2ccccc2n1Cc1ccccc1
    7.3µM*, 5.8µM*, -1%
COCCSc1nnc(NC(=O)CCS(=O)(=O)Cc2ccccc2)s1
    -27%, -12%, -4%
CCC1(c2ccc(F)cc2)NC(=O)N(CC(=O)Nc2ccc3c(c2)OCCO3)C1=O (centres undefined)
    ?, -6%, -1%
CN=C(Nc1cccnc1)c1cccc(C(F)(F)F)c1
    -25%, -7%, 24%
O=C(OCC(=O)N(C1CCCCC1)C1CCCCC1)c1ccccc1O
    ?, ?, -21%
COc1ccc(-c2cc(=O)c3c(O)c(OC)c(O[C@@H]4OC(COC5OC(C)C(O)C(O)[C@@H]5O)C(O)C(O)C4O)cc3o2)cc1 (some centres undefined)
    5%, -3%, -1%
CCCCn1c(=N)n(CC(O)c2ccccc2)c2ccccc21 (centres undefined)
    15µM*, 23µM*, 0%
S=C(NCCc1ccccc1)N1CCn2cccc2C1c1ccncc1 (centres undefined)
    18µM*, ?, -12%
CCCn1c(SCC(O)c2ccccc2)nc2ccccc21 (centres undefined)
    -26%, ?, 2%
O=C(O)C1CCN(C(=O)CSc2nc3ccccc3c(=O)n2-c2ccc(Cl)cc2)CC1
    -8%, 19%, -1%
FC(F)(F)c1ccc(CSc2nccn2-c2ccccc2)cc1
    ?, ?, -27%
COC(=O)c1ccccc1NC(=O)CSc1nnc(C(CO)NC(=O)c2ccccc2Cl)n1C (centres undefined)
    ?, -8%, -5%
CN1CCN(C=NC2=NN(c3cccc(C(F)(F)F)c3)CC2)CC1
    -11%, -22%, 1%
CC(=O)c1cccc(OC(=O)Oc2cccc(C(C)=O)c2)c1
    ?, -36%, nt
O=C(CN1CCN(Cc2ccccc2)CC1)NC(=O)NCc1ccco1
    -7%, -25%, 7%
CC(=O)OC1C=CN(C(C)=O)C(SC(C)(C)C)C1(C)O (centres undefined)
    15%, 5%, nt
CCN(C(=O)COC(=O)c1cncc(Br)c1)C1CCS(=O)(=O)C1 (centres undefined)
    0%, 15%, -1%
Cc1ccc(C)c(N2CCN(S(=O)(=O)c3cc4c(cc3C)NC(=O)CO4)CC2)c1
    ?, ?, -3%
C=CCNc1nc(NCCN2CCOCC2)nc(N2CCOCC2)n1
    -3%, 19%, -15%
CC(C)c1ccc(NC(=O)NN2CCOCC2)cc1
    13%, -1%, 0%
O=C(Nc1ccccc1)C1CCCN1C(=O)NCc1ccccc1 (centres undefined)
    19%, 1%, -6%
CCc1ccc2[nH]c(=O)c(CN(Cc3ccc4c(c3)OCO4)Cc3nnnn3C3CCCC3)cc2c1
    18µM*, ?, -17%
O=c1ccn([C@@H]2O[C@H](COP(=O)(O)OP(=O)(O)O)[C@@H](O)[C@H]2O)c(=O)[nH]1
    -9%, -16%, -14%&-5%
CCc1ccccc1OCC(=O)Nc1cc(S(=O)(=O)N(CC)CC)ccc1N1CCOCC1
    21µM*, 16µM*, -8%

Only DT40 TDP1 CPT, for some of the entries so far:
compound,DT40 TDP1 CPT
O=C(O)C1CCN(C(=O)CSc2nc3ccccc3c(=O)n2-c2ccc(Cl)cc2)CC1,-8%
FC(F)(F)c1ccc(CSc2nccn2-c2ccccc2)cc1,?
COC(=O)c1ccccc1NC(=O)CSc1nnc(C(CO)NC(=O)c2ccccc2Cl)n1C (centres undefined),?
CN1CCN(C=NC2=NN(c3cccc(C(F)(F)F)c3)CC2)CC1,-11%

Additional compounds follow.
Results follow in this order: DT40 TDP1 CPT, TDP1 cell noCPT, KAT2A inh
COc1ccc(NC(=O)c2ccc(NC(=O)CSc3nc(N)cc(=O)[nH]3)cc2)cc1
    ?, ?, -3%
O=c1cc(CSc2nc3ccccc3c(=O)[nH]2)c2ccc(O)cc2o1
    -28%, -35%, -2%
COCCCNS(=O)(=O)c1ccc(N2CCCCS2(=O)=O)cc1
    ?, ?, -5%
O=C(O)CCN1/C(=C/C=Nc2ccccc2)Oc2ccccc21
    -2%, -3%, -7%
COc1cccc(CNC(=O)CCC2CCCN(C(=O)c3ccc(OC)o3)C2)c1 (centres undefined)
    -28%, ?, -14%
O=C(Nc1ccc(F)cc1)c1nsc(Cl)c1Cl
    -6%, -9%, 6%
COc1ccc(C2COC(=O)C2=N)c(NC(=O)c2ccc(Cl)cc2)c1 (centres undefined)
    2%, -26%, -4%
O=c1c2cn(Cc3ccc(F)cc3)c3ccc(F)cc3c-2nn1Cc1ccc(F)cc1
    -8%, -18%, 1%
Cc1ccccc1Oc1nc2c(C)cccn2c(=O)c1/C=C(\C#N)C(=O)Nc1c(C)n(C)n(-c2ccccc2)c1=O
    21µM*, 21µM*, -9%
CCCC(=O)Nc1ccc(Oc2ccc(NC(=O)CCC)cc2)cc1
    2%, -19%, -6%
O=C(O)c1c(C(=O)O)c(-c2ccc(Br)cc2)n2c1CSC2
    -1%, -12%, -14%
Cc1cc(SCC(=O)Nc2c(C)n(C)n(-c3ccccc3)c2=O)nc2ccccc12
    6%, 10%, -3%
O=C(Nc1cc2c(cc1C(=O)c1ccccc1)OCCO2)c1ccc(Br)cc1
    2%, 6%, 7%
O=C(Nc1ccc(C(=O)N2CCCC2)cc1)C1CCCC1
    -15%, -4%, nt
CCCNC(=O)c1cc(C2CCCN(S(=O)(=O)c3cccs3)C2)on1 (centres undefined)
    ?, ?, nt
CC(NC(=O)C1CCC1)c1ccc(Br)cc1 (centres undefined)
    1%, 7%, -2%
COc1ccc(CCN2C(=O)CS/C2=N\NC(=O)c2cccs2)cc1OC
    ?, ?, -16%

Taken from above.
KAT2A inh with `COc1cccc(CNC(=O)CCC2CCCN(C(=O)c3ccc(OC)o3)C2)c1` (centres undefined) is entered as -14%
DT40 TDP1 CPT with `O=C(Nc1ccc(C(=O)N2CCCC2)cc1)C1CCCC1` is entered as -15%
